# High-throughput results (PubChem)
# CCHFV vOTU inh: blocks the CCHF virus ovarian tumor domain protease. CCHFV vOTU protease, Pep-AMC fluorescence. inhibition, % at 11.5 µM. 370,000 compounds, 0.55% hits. AID 651958; in the data active = inhibition above about 30%; also: 0% = vehicle wells with enzyme and 100% = no enzyme wells
# Rv3671c inh: Rv3671c (M. tuberculosis) protease inhibition; inhibition, % at 5.96 µM; 320,000 compounds, 0.048% hits; P9WHR9; in the data active = inhibition above about 38%;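 also: extracellular domain of Rv3671c used as enzyme; 0% = enzyme with DMSO and 100% = no enzyme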
# Target sequence (P9WHR9 whole entry, looked up, the tested form may be a part): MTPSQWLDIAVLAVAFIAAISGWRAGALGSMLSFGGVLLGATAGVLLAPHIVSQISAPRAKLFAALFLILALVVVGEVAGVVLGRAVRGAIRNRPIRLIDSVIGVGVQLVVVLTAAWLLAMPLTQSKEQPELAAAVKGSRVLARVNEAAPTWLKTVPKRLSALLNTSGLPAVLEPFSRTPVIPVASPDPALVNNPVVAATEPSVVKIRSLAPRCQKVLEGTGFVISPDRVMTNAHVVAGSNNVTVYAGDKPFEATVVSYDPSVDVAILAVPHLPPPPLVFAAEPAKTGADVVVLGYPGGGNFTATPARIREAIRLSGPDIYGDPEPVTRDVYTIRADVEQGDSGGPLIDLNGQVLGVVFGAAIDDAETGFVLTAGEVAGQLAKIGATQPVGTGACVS
# PriA SSB inh: inhibitors of Klebsiella pneumoniae PriA binding to SSB C-terminal tail | AlphaScreen SSBct-PriA binding, biotinylated peptide | inhibition, % at 33 µM | 430,000 compounds, 0.6% hits; in the data active = inhibition mostly above about 37%, no sharp cut-off; inactive = mostly below about 20%;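 also: plate controls were negative control peptide for no effect and reference peptide for full effect; strong numbers were not always called active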
# DUSP3 inh: blocks human VHR1 dual specificity phosphatase | inhibition, % at 13.3 µM | recombinant VHR phosphatase, pNPP absorbance | AID 1654 | 290,000 compounds, 0.52% hits; in the data active = inhibition above about 50%; also: some compounds called inactive have numbers as strong as hits
# Target sequence (P51452 whole entry, looked up): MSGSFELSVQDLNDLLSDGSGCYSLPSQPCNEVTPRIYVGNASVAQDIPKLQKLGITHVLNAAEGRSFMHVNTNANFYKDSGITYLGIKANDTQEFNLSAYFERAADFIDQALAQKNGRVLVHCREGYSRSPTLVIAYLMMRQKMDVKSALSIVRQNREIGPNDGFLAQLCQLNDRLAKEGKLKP
# SARS 3CLpro inh: SARS-CoV 3CLpro protease inhibition; 290,000 compounds, 0.14% hits; recombinant SARS-CoV 3CLpro, quenched FRET peptide cleavage; P0C6X7; inhibition, % at 6 µM; in the data active = inhibition above about 12%
# BoNT-A LC inh2: inhibitors of Botulinum neurotoxin A light chain protease; multiplex microsphere protease substrate cleavage, flow cytometry; inhibition, % at 10 µM; 360,000 compounds, 0.17% hits; AID 588499; also: plate controls were buffer without enzyme for full effect and enzyme alone for no effect
# BoNT F protease: blocks Botulinum neurotoxin F light chain protease; Multiplex microsphere protease cleavage assay, flow cytometry; inhibition, % at 10 µM; 360,000 compounds, 0.22% hits; AID 588497; in the data active = inhibition above about 35%, passing the limit was not always enough; also: plate controls were buffer without enzyme for full effect and enzyme alone for no effect
# PrPC TRFRET: inhibitors of human cell surface prion protein PrPC | P04156 | TR-FRET read-out | inhibition, % at 13.8 µM | 370,000 compounds, 0.43% hits | AID 720596; in the data active = inhibition above about 24%; also: 0% = median of the test wells and 100% = reference compound wells
# Anthrax LF inh2: anthrax lethal factor protease inhibition; multiplex microsphere protease cleavage assay, LF; inhibition, % at 10 µM; 360,000 compounds, 0.12% hits; AID 588501; also: plate controls were buffer without enzyme for full effect and enzyme alone for no effect
# MazEF act: increases E. coli MazEF RNase cleavage of RNA. P0AE70. 350,000 compounds, 0.32% hits. activation, % at 20 µM. AID 504720. FAM/BHQ RNA-DNA oligo cleavage fluorescence, 5 h; in the data active = activation above about 50%
# Target sequence (P0AE70 whole entry, looked up): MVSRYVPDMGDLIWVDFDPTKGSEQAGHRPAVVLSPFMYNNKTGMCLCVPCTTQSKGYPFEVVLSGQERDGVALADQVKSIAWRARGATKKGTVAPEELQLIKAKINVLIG
# Starred values were filed as active, the others as inactive; . = not tested or not shown. Rule as the data show it, unless noted: active = inhibition above about 30%; inconclusive = no clear call, values can overlap the other calls; inactive = below that. Only part of the results is shown; the hit share may differ from the screen's.
SMILES,CCHFV vOTU inh,Rv3671c inh,PriA SSB inh,DUSP3 inh,SARS 3CLpro inh,BoNT-A LC inh2,BoNT F protease,PrPC TRFRET,Anthrax LF inh2,MazEF act
O=C(NCCCN1CCOCC1)c1onc(CSc2ccccc2)c1C(=O)NCCCN1CCOCC1,-3,4,0,.,.,-0.1,-4,-1,-12,1
COc1cccc(/C=C(/C(=O)OCC(=O)NC2CCCC(C)C2C)c2ccccc2)c1 (configuration not stated),-3,-18,-12,3,-5,-0.7,-8,-4,0,0
C=CCSc1nnc2c(n1)OC=Nc1ccccc1-2,1,-9,-4,36,2,0.9,-13,3,-5,-2
Cc1ccc(N2C(=O)N3[C@H]4c5ccccc5OC[C@@H]4[C@@H](c4ccccc4)[C@@]3(C)C2=O)cc1,.,-9,12,20,-5,-0.4,-7,.,-8,0
Cn1ncc(N)c1C(=O)Nc1cccc(C(F)(F)F)c1,-2,-9,-2,4,-3,-0.7,-15,3,-2,-2
CCc1ccc(NC(=O)c2ccc3c(=O)n4c(nc3c2)CCCCC4)cc1,-3,8,-3,21,4,0.7,0,4,7,-5
O=C(COC(=O)c1cccc(O)c1)Nc1ccc(OC(F)F)cc1,3,3,5,20,4,-0.6,-6,-7,-2,7
Cc1ccc(CN2CC(N3CCCC3)CS2(=O)=O)cc1 (configuration not stated),-4,.,.,.,.,-0.4,7,-4,-5,.
CCCCCCN1C[C@H](n2cc(C3CC3)nn2)[C@@H](O)C[C@@H]1c1ccc(Cl)cc1,0,.,.,.,.,-0.1,-1,-2,1,3
CC(=O)N1CCN(c2ccccc2NC(=O)c2ccc(-c3cccc([N+](=O)[O-])c3)o2)CC1,-12,0,-4,23,8,-0.3,-5,-7,1,0
CC1(C)CC(=O)C([N+](=O)[O-])=C(NCCCO)C1,12,-4,-7,10,-1,-0.1,-8,3,-1,-3
Cc1ccc(NC(=O)CSc2nnc(-c3cc(C)[nH]n3)n2N)cc1,8,-2,-3,4,0,0.9,3,4,-3,-2
CCn1c2ccccc2c2nc3ccccc3nc21,.,3,-125,3,1,18,0,.,-5,1
Cc1ccccc1NC(=O)CCC(=O)OCC(=O)c1ccc(-c2ccccc2)cc1,19,-6,-30,6,8,0.4,4,-2,0,-18
C[C@@H](C(=O)Nc1ccc2ccccc2c1)[C@H]1C[C@]1(C)[C@H](NC(=O)c1cnccn1)c1ccccc1,3,-12,0,16,2,0.6,-1,-2,8,0

# Structures listed so far that contain a halogen, in the order listed:
SMILES,CCHFV vOTU inh,Rv3671c inh,PriA SSB inh,DUSP3 inh,SARS 3CLpro inh,BoNT-A LC inh2,BoNT F protease,PrPC TRFRET,Anthrax LF inh2,MazEF act
Cn1ncc(N)c1C(=O)Nc1cccc(C(F)(F)F)c1,-2,-9,-2,4,-3,-0.7,-15,3,-2,-2
O=C(COC(=O)c1cccc(O)c1)Nc1ccc(OC(F)F)cc1,3,3,5,20,4,-0.6,-6,-7,-2,7
CCCCCCN1C[C@H](n2cc(C3CC3)nn2)[C@@H](O)C[C@@H]1c1ccc(Cl)cc1,0,.,.,.,.,-0.1,-1,-2,1,3

# (further entries)
SMILES,CCHFV vOTU inh,Rv3671c inh,PriA SSB inh,DUSP3 inh,SARS 3CLpro inh,BoNT-A LC inh2,BoNT F protease,PrPC TRFRET,Anthrax LF inh2,MazEF act
CCCC(=O)c1cc2ccccc2oc1=O,-5,-7,0,10,-3,1.2,12,3,0,5
CC1CCC(C(=O)NC(C(=O)Nc2ccccn2)C(C)C)CC1 (configuration not stated),1,-3,2,22,-8,-0.8,-6,3,-2,9
COC(=O)CSc1nnc(-c2ccoc2C)n1-c1ccc(OC)cc1,3,-1,-5,12,-8,3.3,21,5,3,-1
CCOC(=O)N1CCN(C(=S)Nc2ccccc2C(C)C)CC1,5,4,1,33,0,-0.4,-3,1,-1,15
CCN(CC)CCNCC(=O)N1c2ccccc2CCc2ccc(NC(=O)OC)cc21,-9,-11,3,26,-3,3.3,1,-8,-1,6
COc1ccc(NC(=S)N2CCC(c3ccccc3)C2)cc1 (configuration not stated),-13,-4,-7,7,-2,-0.1,-10,7,-7,-1
Cc1ccccc1C(=O)NC(CC(C)C)C(=O)OCC(=O)c1c(N)n(C)c(=O)n(C)c1=O (configuration not stated),-4,1,-6,-2,5,-0.6,-2,4,3,-1
CCOC(=O)N1CCC(N2CCN(Cc3ccc(F)c(F)c3)C(CCO)C2)CC1 (configuration not stated),12,-3,-10,17,2,-3.3,-13,10,-2,0
COc1ccc(CN2CC(C(N)=O)Oc3ccccc32)cc1F (configuration not stated),-13,-12,4,46,-2,2.8,10,10,10,-3
COc1cccc2sc3cc(NCCCN4CCOCC4)ccc3c(=O)c12,-67,-4,-11,.,.,1.1,-6,72*,2,5
O=C1Nc2ccccc2OC1CC(=O)N1CCCC1 (configuration not stated),-2,6,-9,-19,2,-1.1,-8,-6,-2,12
CCOc1ccccc1-c1nnc(SCC(=O)NC2(C#N)CCCC2)o1,-2,-1,-2,.,.,-0.5,-5,8,-1,4
CCOP(=O)(OCC)C(Nc1cccc([N+](=O)[O-])c1)c1ccccc1 (configuration not stated),-1,1,2,13,-1,0.2,-11,-6,-6,2
O=C(Nc1nc2c(F)cc(F)cc2s1)c1ccccn1,10,-12,3,26,1,-0.6,-6,-1,5,2
CCN(C(=O)CSc1nc2ccc(Cl)cc2[nH]1)C1CCS(=O)(=O)C1 (configuration not stated),-6,3,2,.,.,0.9,10,2,-8,8

# Copied from the list.
# Result for COc1ccc(NC(=S)N2CCC(c3ccccc3)C2)cc1 (configuration not stated) under Anthrax LF inh2: -7
# Result for COC(=O)CSc1nnc(-c2ccoc2C)n1-c1ccc(OC)cc1 under DUSP3 inh: 12
# Result for CCOC(=O)N1CCN(C(=S)Nc2ccccc2C(C)C)CC1 under Rv3671c inh: 4
# Result for CCOP(=O)(OCC)C(Nc1cccc([N+](=O)[O-])c1)c1ccccc1 (configuration not stated) under PriA SSB inh: 2
# Result for CCCC(=O)c1cc2ccccc2oc1=O under SARS 3CLpro inh: -3
# Result for COc1ccc(CN2CC(C(N)=O)Oc3ccccc32)cc1F (configuration not stated) under MazEF act: -3

# Going on with the list:
SMILES,CCHFV vOTU inh,Rv3671c inh,PriA SSB inh,DUSP3 inh,SARS 3CLpro inh,BoNT-A LC inh2,BoNT F protease,PrPC TRFRET,Anthrax LF inh2,MazEF act
CCOc1ccccc1C(=O)NCC(=O)NCCCc1ccccc1,0,5,-10,12,5,-0.6,-8,5,-5,13
COc1ccccc1C(=O)N/C(N)=N/c1nc2ccccc2o1,9,-5,.,38,-5,0.3,-2,-2,-2,61*
CN1CCN(C(=O)c2cc(-c3ccco3)on2)CC1,-32,1,3,6,2,1.8,-3,-4,2,-14
O=C(CO/N=C/c1ccc(OC(F)F)cc1)NCc1ccc(F)cc1,-3,11,.,7,1,-0.6,3,0,-6,-12
[O-]/C(=C(\C(=S)NCc1ccc2c(c1)OCO2)[n+]1ccccc1)c1ccc(Cl)s1,6,0,4,2,2,2.2,-1,-8,-2,12
Cc1ccccc1N1CCN(CCN2C(=O)CC(=C3c4ccccc4-c4ccccc43)C2=O)CC1,11,11,24,.,0,-0.5,-5,0,-2,-12
COCC(=O)N(CCc1ccc(OC)c(OC)c1)Cc1cc2cc(C)ccc2nc1Cl,6,2,-12,12,2,-0.7,2,1,0,-2
Nc1cc(C(=O)OCC(=O)NCc2ccc(F)cc2)ccc1Cl,-7,-5,-15,0,1,0.0,-7,-8,0,-4
Cc1ccc(NC(=S)N(Cc2cccc(Br)c2)CC2CCC(C(=O)O)CC2)cc1 (configuration not stated),-15,2,-18,30,5,-0.3,-7,6,2,1
CCN(Cc1ccccc1)C(=O)CSc1ccccc1C(=O)O,10,-9,9,22,4,0.1,0,8,2,-21
O=C(c1cnccn1)N1CCc2ccccc2C1,6,-2,-6,-4,0,-0.1,-2,-4,0,3
COc1cc(NS(=O)(=O)c2cccc3nsnc23)c(C(=O)O)cc1OC,3,.,-8,3,4,0.3,-1,-21,-6,4
Fc1ccc(NC(=S)Nc2ccc(Cl)cc2)cc1,5,-10,-3,4,2,0.7,2,14,1,0
NS(=O)(=O)c1ccc(CCNC(=O)CNC(=O)c2ccccc2Br)cc1,1,0,-9,8,-1,0.8,5,5,-1,11
CC(Sc1nnc(C2CCCCC2)n1N)C(=O)NCc1ccc2c(c1)OCO2 (configuration not stated),5,-10,-8,36,-2,-1.0,-8,0,-10,-2

# 3 structures out of the list, arranged by number of heavy atoms, descending:
SMILES,CCHFV vOTU inh,Rv3671c inh,PriA SSB inh,DUSP3 inh,SARS 3CLpro inh,BoNT-A LC inh2,BoNT F protease,PrPC TRFRET,Anthrax LF inh2,MazEF act
Cc1ccccc1N1CCN(CCN2C(=O)CC(=C3c4ccccc4-c4ccccc43)C2=O)CC1,11,11,24,.,0,-0.5,-5,0,-2,-12
COc1cc(NS(=O)(=O)c2cccc3nsnc23)c(C(=O)O)cc1OC,3,.,-8,3,4,0.3,-1,-21,-6,4
CCN(Cc1ccccc1)C(=O)CSc1ccccc1C(=O)O,10,-9,9,22,4,0.1,0,8,2,-21

# (next part)
SMILES,CCHFV vOTU inh,Rv3671c inh,PriA SSB inh,DUSP3 inh,SARS 3CLpro inh,BoNT-A LC inh2,BoNT F protease,PrPC TRFRET,Anthrax LF inh2,MazEF act
O=C(NCc1ccccc1)C(c1cccnc1)N(C(=O)c1ccccn1)c1ccc(F)cc1 (configuration not stated),-1,-6,3,12,-2,-0.1,-15,-1,4,16
Cc1cc(C)c(NC(=O)CNC(=O)COC(=O)/C=C/c2cccs2)c(C)c1,-3,2,-2,.,.,.,.,0,.,-14
Cc1c(C)n(CCO)c2ncnc(Nc3ccc(F)cc3)c12,-1,-4,4,.,-6,0.6,6,7,-1,-4
O=C(O)c1ccc(NNC(=S)Nc2cc(C(F)(F)F)ccc2Cl)cc1,14,-15,-6,20,4,-1.3,-11,-6,-12,9
O=C(Nc1ccc(NC(=O)c2ccc([N+](=O)[O-])cc2[N+](=O)[O-])cc1)c1ccco1,-3,0,-4,31,1,-1.3,-11,-23,12,12
CCC1=C(OC(=O)N(CC)CC)N2C(=O)OC(=NCc3ccccc3)[C@]2(C)[C@H]2C1=CC[C@H]1C(=O)NC(=O)[C@H]12,-1,-4,-13,-23,.,0.0,0,1,-2,-1
CO/N=C(/CS(=O)(=O)c1ccc(Br)cc1)c1ccc(OC)cc1,3,-14,.,20,4,0.1,-9,-6,-2,-2
CCc1cccc2c1NC(=O)C21N2CCCC2C(C(=O)c2ccc3ccccc3c2)C12C(=O)Nc1ccccc12 (configuration not stated),3,-7,0,13,6,-0.6,-1,-1,-3,0
C#CCOCCOCCOCCNc1nc(N2CCN(C(=O)C([C@@H](C)O)n3cc([C@@H](N)CCCCN)nn3)CC2)nc(N2CCN(C(=O)[C@H](CC(N)=O)n3cc(C(N)[C@@H](C)CC)nn3)CC2)n1 (some centres not stated),-11,4,-7,.,.,-0.1,-4,-10,-5,1
Cc1c(NC(=O)c2cc(-c3cccs3)on2)c(=O)n(-c2ccccc2)n1C,.,0,-7,10,1,0.2,-6,.,0,11
